Statin myotox sup: suppressors of statin myotoxicity in C2C12 myotubes, primary screen, cell-based, single point, plate reader | C2C12 myotubes + simvastatin, ATP luminescence, 48 h; scaled: DMSO 0, geranylgeraniol control 100 | rescue of ATP level, % at 7.49 µM | hit rate 0.78% among 330,000 | AID 602340, 2012;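 active means mean ATP rescue above about 67%, or every replicate alone reaching that limit, limit read from the data, passing the limit was not always enough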;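 further: myotubes were challenged with 10 µM simvastatin during compound exposure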
PglD DTNB: C. jejuni PglD acetyltransferase inhibitors, primary screen, biochemical, DTNB colorimetric, single point; UDP-N-acetylbacillosamine N-acetyltransferase PglD (Campylobacter jejuni); purified PglD enzyme, DTNB colorimetric CoA detection; inhibition, % at 12.5 µM; hit rate 0.098% among 360,000; AID 602405, 2012; in the data active means inhibition above about 16%, passing the limit was not always enough; further: strong numbers were not always called active
Starred values were filed as active, the others as inactive.

SMILES	Statin myotox sup	PglD DTNB
Cc1ccnc2c(N3C(=O)C4C5C=CC(C5)C4C3=O)cccc12 (stereo unspecified)	121*	-4
O=c1ccccn1CCOc1ccccc1Cl	-5	-3
CC(=O)c1ccc(N2CCN(C(=O)c3ccc(Br)cc3)CC2)c(F)c1	14	-2
Cc1cccn2c(=O)c(C=O)c(N3CCCCCC3)nc12	101*	-3
OCC1(c2cc(C(F)(F)F)n[nH]2)CCCCC1	-6	3
O=C(NCc1cccnc1)C1CCCCN1S(=O)(=O)c1ccc(F)cc1 (stereo unspecified)	3	5
CCOC(=O)CC1COc2ccccc2N1C(=O)c1ccc(C)cc1 (stereo unspecified)	-2	-5
Cc1nnc(SCCCn2c(N3CCCCC3)nc3c2c(=O)[nH]c(=O)n3C)s1	-1	1
O=C(O)CCC(=O)Nc1ccc(Br)cn1	2	-4
COc1cccc([C@@H]2Oc3ccc(OC)cc3C(=O)[C@H]2O)c1	-43	4
CC(C)OC(=O)c1cc(NC(=S)Nc2ccc([N+](=O)[O-])cc2)cc(C(=O)OC(C)C)c1	1	-8
CCOC(=O)CSc1nnc(-c2ccc(Cl)cc2Cl)o1	3	-7
COc1cc2c(cc1OC)CN(C(=O)c1ccc(OC)c(S(=O)(=O)N3CCOCC3)c1)CC2	-9	5
CC(C)(C)n1ncc2c(=O)n(CC(=O)c3ccccc3)cnc21	2	1
COc1cc(CNc2nc(C)c([N+](=O)[O-])c(C)c2C#N)cc(OC)c1	19	-6
Cc1ccc(C(=O)Nc2ccc(Br)c(C(F)(F)F)c2)cc1	-12	4
Cc1oc(-c2cccc(Cl)c2)nc1CN1CCCC(C(=O)NCc2ccco2)C1 (stereo unspecified)	-1	-3
Cc1cc(=O)oc(C)c1C(=O)N1CCN(c2ccc(F)cc2)CC1	0	-3
CCN(CC)c1cc(C)c2cc(NC(=O)CNC(C)=O)ccc2n1	3	4
CCOC(=O)C1CCCN(C(=O)c2cncc(Br)c2)C1 (stereo unspecified)	0	8
O=C(NC1CCCC1)c1cnn2c(C(F)(F)F)cc(-c3ccco3)nc12	7	-5
COCCn1c(SCC(=O)Nc2sccc2C(N)=O)nc2cc(Cl)ccc2c1=O	-32	3
CC(=O)NC1C(=O)N(CC(C)C)c2ccccc21 (stereo unspecified)	-1	2
Cc1cc(C)n2c3c(c(C#N)c2n1)CCCC3	-12	-2
CCOCCCNCC(=O)N1CCN(S(=O)(=O)c2ccc(C)cc2)CC1	0	6
SMILES	Statin myotox sup	PglD DTNB
CC(=O)Oc1ccc(Cn2cnc3cc4ccccc4cc32)cc1	-5	-3
Cn1c(SCC(=O)Nc2nccs2)nnc1-c1ccco1	4	0
Cc1c(NC(=O)Cn2[nH]c(=O)c3ccccc3c2=O)c(=O)n(-c2ccccc2)n1C	-15	-2
CC(C)CC(C(=O)O)N(Cc1ccccc1)Cc1ccccc1 (stereo unspecified)	7	-1
COC(=O)c1ccccc1NC(=O)Cn1nnc(-c2ccc(OC)cc2)n1	8	5
CCOc1ccc(NC(=O)N2CCC(C(=O)c3ccc(F)cc3)CC2)cc1	-12	2
Clc1ccc(CSc2nnc([C@@H]3CCCN3)o2)cc1Cl	1	-2
COc1ccc(N(CC(O)Cn2c3ccccc3c3ccccc32)S(=O)(=O)c2ccccc2)cc1 (stereo unspecified)	21	-5
CCC(C)[C@H](NC(=O)NCC1CCCO1)C(=O)OC (stereo partly specified)	14	3
CCn1cnc2sc(C(=O)N3CCN(c4ccc(OC)cc4)CC3)c(C)c2c1=O	2	8
CCCOc1ccc(-c2nc(C#N)c(N3CCN(C)CC3)o2)cc1	0	1
CCC1CCCCN1Cc1ccc(CNS(=O)(=O)c2ccc3c(c2)oc(=O)n3C)o1 (stereo unspecified)	-1	-1
O=c1c2ccccc2nc(SCc2cn3ccsc3n2)n1-c1ccccc1F	-9	2
CCCN(CCC)Cc1c(C(=O)OCC)nnn1-c1nonc1N	4	3
CC(=N/O)/C(=N\O)c1ccc(C)o1	1	1
CCOC(=O)NCc1ccc(S(=O)(=O)Nc2c(C)cccc2C)cc1	2	5
Cc1ccc(-c2nnc(SCC(=O)N3CCN(c4ccccc4)CC3)o2)cc1	-2	-8
O=C(O)C1CCC(N2C(=O)C3CCCCC3C2=O)CC1 (stereo unspecified)	-3	4
C/C(=N\Nc1cccc(C(=O)O)c1)c1ccc2c(c1)Nc1ccccc1S2	16	-2
COC(=O)c1ccc(NC(=O)Cc2ccc(C)cc2)cc1	10	0
COc1cc2c(cc1OC)C(/C(C#N)=N\O)=NC(C)(C)C2	12	-7
O=C(CSc1nc2c(c(=O)n1-c1ccc(F)cc1)SCC2)Nc1ccc2c(c1)OCO2	11	4
CN(C)c1ccc(N=Nc2ccc(S(=O)(=O)O)cc2)c2ccccc12	1	-2
O=C(CCS(=O)CCC(=O)NCc1ccccc1)NCc1ccccc1	0	0
Cc1cc(C(=O)Nc2cccc(/C=C/C(=O)O)c2)c(C)o1	18	-2

Ordered by number of heavy atoms (rising): part of the list above
SMILES	Statin myotox sup	PglD DTNB
CCC(C)[C@H](NC(=O)NCC1CCCO1)C(=O)OC (stereo partly specified)	14	3
COc1cc2c(cc1OC)C(/C(C#N)=N\O)=NC(C)(C)C2	12	-7
COC(=O)c1ccccc1NC(=O)Cn1nnc(-c2ccc(OC)cc2)n1	8	5
Cc1c(NC(=O)Cn2[nH]c(=O)c3ccccc3c2=O)c(=O)n(-c2ccccc2)n1C	-15	-2

Next records
SMILES	Statin myotox sup	PglD DTNB
CC(Sc1nc(-c2ccccc2)cc(C(F)(F)F)n1)C(=O)N1CCCCC1 (stereo unspecified)	2	-1
O=[N+]([O-])c1ccc(NCCNc2ccc(Cl)nn2)cc1	-9	-1
Cc1ccc(C(=O)N2CCN(c3ccc(NC(=O)c4cccnc4)cc3)CC2)cc1	-7	3
CSc1nc(C)cc(-n2cc(F)c(=O)[nH]c2=O)n1	-12	-6
Cc1cnc(C(=O)OCC(=O)Nc2ccc(Oc3ccccc3)cc2)cn1	0	1
CCc1cc(=O)oc2cc(C)c3c(C)coc3c12	16	-1
CN1CCN(Cc2c(O)ccc3c2oc(=O)c2ccccc23)CC1	-107	9
Cn1c(C(=O)O)c(CC(=O)NCc2cccnc2)c2ccccc21	-16	-1
O=C(Nc1ccc(Cl)cc1C(F)(F)F)c1ccc(Cl)cc1	-7	-4
CCC(=O)N1CCc2cc(S(=O)(=O)CCC(=O)N3CCc4ccccc4C3)ccc21	76*	0
Cc1csc(SCC(=O)Nc2c(C)n(C)n(-c3ccccc3)c2=O)n1	-2	-4
CCOC(=O)C1CCN(C(=O)CN(c2cccc(OC)c2)S(=O)(=O)c2ccccc2)CC1	0	5
COC(=O)c1c(-c2cccc(C)c2)csc1N	-49	6
COC(=O)CNC(=O)CSc1nnc(-c2ccc(OC)cc2)n1CC(C)C	4	-4
COc1ccc(-n2nc(C(=O)NCC(=O)NCC3CCCO3)c3ccccc3c2=O)c(OC)c1 (stereo unspecified)	-12	4
CCN(CC)S(=O)(=O)c1ccc(NC(=O)COC(=O)CN2C(=O)c3ccccc3C2=O)cc1	15	2
CCC(CC)c1nnc(NC(=O)c2ccc(N3CCCC3=O)cc2)s1	10	6
CC(C)Sc1nc(O)c(Cc2ccccc2)c(=O)[nH]1	-8	9
COc1ccc(CCN2C(=O)CC(N3CCOCC3)C2=O)cc1OC (stereo unspecified)	3	4
CCCCSc1nc(C)cc(C)c1S(=O)(=O)c1ccccc1C	-7	-5
O=C(Nc1nc2ccccc2[nH]1)C1CCN(S(=O)(=O)c2cccs2)CC1	-7	-7
CCc1ccc(/C=c2\s/c(=C\C(=O)C(C)(C)C)[nH]c2=O)cc1	-21	-4
Cc1onc(-c2ccccc2Cl)c1C(=O)NCc1cccs1	14	-3
CCC(=O)N1CCc2cc(S(=O)(=O)NC(C(=O)NCc3ccc(F)cc3)C(C)C)ccc21 (stereo unspecified)	3	12
COc1ccc(N2CCN(Cc3nc(N)nc(N4CCCc5ccccc54)n3)CC2)cc1	-9	0
SMILES	Statin myotox sup	PglD DTNB
Cc1nn(-c2ccccc2)c(N2CCCC2)c1/C=N/n1cnc2scc(-c3ccccc3)c2c1=O	7	0
Fc1ccccc1CN1CCCCCCC1	2	-4
Cc1ccc(C(=O)COC(=O)CCC(=O)NC2CCCCC2)cc1C	-1	-5
CCOC(=O)c1cn(CC)c2ccc(S(=O)(=O)N3CC(C)CC(C)C3)cc2c1=O (stereo unspecified)	-12	1
COc1cccc(NC(=O)c2cccc(OC)c2OC)c1	116*	0
CC(C)(C)NC(=O)CN(C(=O)Cn1nnc(-c2ccccc2F)n1)c1cccc2c1CCCC2	153*	3
CCCc1cc(=O)oc2cc(C)cc(OC(C)C(=O)N[C@@H](Cc3c[nH]c4ccccc34)C(=O)O)c12 (stereo partly specified)	8	2
Cc1nnc2n(-c3ccccc3)c(=O)c3c4c(sc3n12)COC(C)(C)C4	105*	-1
CCc1cc(=O)[nH]c(SC/C=C/c2ccccc2)n1	10	0
CC1(C)CC(NC(=O)c2cccc3ccccc23)CC(C)(C)N1	20	1
C=CCn1c(SCc2nc3ccccc3nc2C)nnc1-c1ccoc1C	-19	-2
CCn1c(CNC(=O)c2cccs2)nnc1SCC(=O)Nc1cc(Cl)ccc1C	-27	-3
CCOc1ccccc1-n1c(COc2ccccc2)nnc1SCC(N)=O	-8	-2
COc1ccc(C(=O)NNC(=O)CSc2nnc(COc3ccc4ccccc4c3)n2C)cc1	5	2
Cc1ccc(C(=O)Nc2nc3ccc(S(C)(=O)=O)cc3s2)o1	-25	-1
CCN(CC)c1ccc(-n2c(C)cc(C=O)c2C)cc1	-39	6
C[C@@]12C(=O)Nc3ccc(F)cc3C(=O)N1[C@H]1c3ccccc3OC[C@@H]1[C@@H]2c1ccccc1	-9	-3
CCCCN1CC(=O)N2[C@@H]3c4cc(Br)ccc4OC[C@@H]3[C@H](C(=O)OCC)[C@]2(C)C1=O	-1	0
Cc1ccc(Cl)cc1N1CCN(C(=O)CCC(=O)O)CC1	-20	0
COc1cc(OC)cc(C(=O)N[C@H](C(=O)NC23CC4CC(CC(C4)C2)C3)C(C)C)c1	17	6
CCN(CC)CC(C)OC(=O)COc1ccc(OC)cc1 (stereo unspecified)	-7	-2
O=C(CN1CCCN(Cc2ccc(F)cc2Cl)C1=O)NC1CCCCCCC1	17	-2
Cc1cc(C)n(-c2nc3ccccc3nc2N2CCN(C(=O)c3ccc(F)cc3)CC2)n1	2	4
Cc1ccc(CNC(=O)C2CC(=O)N(C3CCCCCCC3)C2)cc1 (stereo unspecified)	8	-3
Cc1cc(N)ccc1N=Nc1c(C)n(C)n(-c2ccccc2)c1=O	-4	-1

Compounds listed so far with a nitro group on carbon:
SMILES	Statin myotox sup	PglD DTNB
CC(C)OC(=O)c1cc(NC(=S)Nc2ccc([N+](=O)[O-])cc2)cc(C(=O)OC(C)C)c1	1	-8
COc1cc(CNc2nc(C)c([N+](=O)[O-])c(C)c2C#N)cc(OC)c1	19	-6
O=[N+]([O-])c1ccc(NCCNc2ccc(Cl)nn2)cc1	-9	-1

The list continues.
SMILES	Statin myotox sup	PglD DTNB
Cc1nn2cnc3sc4c(c3c2nc1=O)CCCC4	2	5
COc1ccc(Cn2nnnc2C(c2cccnc2)N2CCN(c3ccc(O)cc3)CC2)cc1 (stereo unspecified)	4	2
O=C(O)CSc1ncn[nH]1	-8	-6
Cc1cccc([C@@H]2C[C@H]3CN(Cc4cccc(Cl)c4)C(=O)[C@]34CCCN24)n1	2	-7
COC(=O)c1ccc(NC(=O)C23CC4CC(C2)CC(n2cnc(Cl)n2)(C4)C3)cc1	-17	-5
COc1ccc2nc(SCC(=O)/C(C#N)=C(\C)N)[nH]c2c1	7	-4
CC(=O)SC(C)CC(=O)Nc1ccccc1 (stereo unspecified)	37	-1
Cc1cc(C(=O)N/N=C/c2ccc[nH]2)no1	28	2
COC(=O)CCC(=O)Nc1nnc(C(F)(F)F)s1	7	11
CC1CC(C)CN(C(=O)c2ccc3c(c2)N(Cc2ccccc2)CCS3)C1 (stereo unspecified)	-15	5
O=C(c1ccc(N2C(=O)CCC2=O)cc1)N1CCOCC1	-25	-1
CC1(C)CC2CC(C)(CN2C(=O)CCCN2C(=O)c3ccccc3C2=O)C1 (stereo unspecified)	-12	4
Cn1c(N)c(C(=O)COC(=O)CNS(=O)(=O)c2ccc(Cl)c(Cl)c2)c(=O)n(C)c1=O	4	-3
CCN(CC)Cc1c(CC(C)C)oc(C)c1C(=O)O	-5	0
CC1C(=O)N(Cc2cn(CC3CCCCC3)nn2)CCS(=O)(=O)N1Cc1ccc(-c2ccc(Cl)cc2)cc1 (stereo unspecified)	8	3
Nc1nc(Nc2cccc(C(F)(F)F)c2)nc(C(F)(F)F)n1	23	7
CC[n+]1c(/C=C/C=C/N(C(C)=O)c2ccccc2)sc2ccccc21	-2	2
Cc1cc2c(cc(C(=O)NCCCN3CCOCC3)n2Cc2ccc(Cl)cc2)o1	22	3
COc1ccc(NC(=O)NC23CC4CC(CC(C4)C2)C3)cc1OC	-37	4
C=C(C)c1cccc(C(C)(C)NC(=O)NCC2COCCO2)c1 (stereo unspecified)	-3	-5
CNS(=O)(=O)c1cc(C(=O)NCc2ccco2)ccc1Cl	15	-2
COC(=O)NC(=C(Cl)Cl)S(=O)(=O)c1ccccc1	147*	5
Cc1c(C(=O)O)c2cc(O)ccc2n1-c1ccccc1	-1	2
O=C1CCN(C(=O)Nc2cccc(Cl)c2)N1	4	5
Fc1cccc(NC(=S)N2CCCCC2)c1	11	3

Full records, looked up by structure.
CC(=O)Oc1ccc(Cn2cnc3cc4ccccc4cc32)cc1 as listed: Statin myotox sup: -5; PglD DTNB: -3
Cc1cc(C)n2c3c(c(C#N)c2n1)CCCC3 as listed: Statin myotox sup: -12; PglD DTNB: -2

Assay outcomes deposited in PubChem by Broad Institute.

A portion of the library, so the mix of outcomes need not match the whole.
